IEC-6 cytotox: kills IEC-6 intestinal cells in KLF5 counter-screen. inhibition, % at 5 µM. 0.78% of 290,000 active. IEC-6 cytotoxicity, luminescence viability. AID 1825; in the data active = inhibition above about 22%;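 also: 0% = plate median of test compound wells and 100% = cytotoxic reference compound wells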
GSK3beta inhib: human GSK3beta kinase inhibition; P49841; GST-GSK3beta kinase, ADP-Glo luminescence, 60 min; hits give low values; activity score (negative = inhibition), % at 10 µM; 0.038% of 300,000 active;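 active = more than half of replicate wells score below -50%, meaning over 50% inhibition versus plate controls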;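 also: 0% = median DMSO wells and -100% = median GW8510 positive control wells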
Target sequence (P49841 whole entry, looked up): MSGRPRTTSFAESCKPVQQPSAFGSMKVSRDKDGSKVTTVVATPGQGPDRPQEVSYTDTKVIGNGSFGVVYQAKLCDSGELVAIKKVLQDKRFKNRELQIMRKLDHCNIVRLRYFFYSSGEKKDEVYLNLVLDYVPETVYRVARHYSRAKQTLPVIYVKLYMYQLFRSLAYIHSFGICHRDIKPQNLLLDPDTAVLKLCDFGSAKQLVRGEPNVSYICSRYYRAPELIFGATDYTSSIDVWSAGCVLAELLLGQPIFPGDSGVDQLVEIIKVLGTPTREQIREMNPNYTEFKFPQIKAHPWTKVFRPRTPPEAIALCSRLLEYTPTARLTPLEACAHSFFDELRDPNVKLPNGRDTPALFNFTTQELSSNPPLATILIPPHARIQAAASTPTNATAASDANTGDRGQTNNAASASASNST
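Assay system: GST-tagged human GSK3beta kinase, cell-free; Input: 1.6 ng GSK3beta; Medium: Tris/MgCl2 kinase buffer; Timing: 60 min enzyme reaction, room temperature; Signal: ADP-Glo luminescence quantifying ADP generated by kinase; Evaluation: score relative to plate controls; Benchmarks: DMSO neutral wells and GW8510 at 20 µM as positive.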
aSyn UTR inh: MLPCN primary screen, SNCA 5' untranslated region; alpha-synuclein 5'UTR reporter, inhibitor activity; inhibition, % (tested at 7.5 µM); 0.82% of 300,000 active; AID 1813; in the data active = inhibition above about 60%;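 also: H4 neuroglioblastoma cells stably carrying SNCA 5'UTR luciferase fusion; 0% = DMSO wells and 100% = positive control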
HSF1 activator: increases HSF-1 driven luciferase reporter signal; 1.7% of 300,000 active; activation, % at 9 µM; NIH3T3-HGL HSF-1 luciferase reporter, MG132, 8 h; 100% = twice DMSO control signal;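 active = mean replicate activation of at least 50% with a set share of replicates each reaching 50%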;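 also: 0% = median of the neutral control wells and 100% = twice that signal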
KLF5 inh: suppresses KLF5 promoter-driven expression; DLD-1 KLF5 promoter-luciferase reporter, luminescence; inhibition, % at 5 µM; 0.23% of 290,000 active;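 active = inhibition above a per-plate limit of that plate's mean compound inhibition plus 3 SD, cut at about 60% in these data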;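 also: 0% = DMSO wells and 100% = LY294002 at 200 µM; higher means less KLF5 promoter-driven luciferase light; inactives centre near -14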
AI-2 QS modul: modulates the Vibrio harveyi AI-2 quorum sensing system | activity change, % at 7.5 µM | AID 2094 | Vibrio harveyi JMH597 AI-2 luminescence/OD600 ratio, 9 h; hits give low values; strain lacks LuxN and CqsS sensors; 0 = neutral-control median | 0.4% of 300,000 active; in the data active = activity change below about -75%, passing the limit was not always enough;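 also: luminescence divided by OD600 gain over 9 h not by final OD600 alone; inactives centre near 13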
PolyA inhibitor: inhibitors of polyadenylation in S. cerevisiae | 0.02% of 300,000 active | calls only at 12 µM | S. cerevisiae SKY197-pL101 polyadenylation reporter, beta-gal luminescence; efflux-impaired pdr1/pdr3 knockout yeast; score 100 = 6 SD above DMSO;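 active = lowest replicate activity score at least 50, where 100 means six control SD above control mean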;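 also: yeast exposed to compound for 9 h at 30 °C; higher score means more reporter readthrough which indicates perturbed polyadenylation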
GSK3A inh: human GSK-3 alpha kinase inhibition. ADP-Glo luminescence, 60 min. AID 2650. P49840. inhibition, % at 10 µM. 0.1% of 320,000 active;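 in the data active = inhibition above about 50%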;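 also: GST-tagged GSK-3 alpha with peptide substrate and 25 µM ATP; 0% = DMSO neutral wells and 100% = GW8510 positive control wells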
Target sequence (P49840 whole entry, looked up): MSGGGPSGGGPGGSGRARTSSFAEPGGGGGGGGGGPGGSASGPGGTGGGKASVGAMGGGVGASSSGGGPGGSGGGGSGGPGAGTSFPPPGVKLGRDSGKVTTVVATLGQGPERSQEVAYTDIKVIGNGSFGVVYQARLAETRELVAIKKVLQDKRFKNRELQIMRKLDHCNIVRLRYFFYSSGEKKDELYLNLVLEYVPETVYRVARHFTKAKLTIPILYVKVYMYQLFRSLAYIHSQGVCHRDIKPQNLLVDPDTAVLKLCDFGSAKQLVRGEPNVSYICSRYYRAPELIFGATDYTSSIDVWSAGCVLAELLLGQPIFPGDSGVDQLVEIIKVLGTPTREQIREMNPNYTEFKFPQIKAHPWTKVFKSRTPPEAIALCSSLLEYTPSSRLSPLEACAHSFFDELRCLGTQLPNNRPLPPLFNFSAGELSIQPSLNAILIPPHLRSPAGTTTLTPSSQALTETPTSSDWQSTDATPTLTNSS
HSP90 inh: HSP90 refolding inhibition in rabbit reticulocyte lysate | inhibition, % at 5.6 µM | luciferase refolding luminescence, 3 h | 0.91% of 290,000 active;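 active = inhibition above the screen-wide mean plus 3 SD, computed separately per campaign, cut at about 16% in these data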;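 also: 0% = DMSO wells and 100% = 60 µM geldanamycin wells; inhibitors lower the luminescence because luciferase stays unfolded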
HSF1 inh: HSF1 inhibition; NIH3T3-HGL HSE-luciferase, MG132-induced, luminescence 8 h; hits give low values; activity change, negative = inhibition, % at 7.5 µM (by protocol); 0.77% of 300,000 active;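 active = more than half of replicate wells show activity change below -50%, luminescence cut by over half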;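 also: luciferase reports HSF-1 transcriptional activity via heat shock element; 0% = median of DMSO wells and -100% = zero luminescence signal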
Numbers without * were called inactive; i = inactive; nt = not tested or not shown. This is a subset. The share of hits here may be higher or lower than overall.

The opening two compounds (preview)
SMILES	IEC-6 cytotox	GSK3beta inhib	aSyn UTR inh	HSF1 activator	KLF5 inh	AI-2 QS modul	PolyA inhibitor	GSK3A inh	HSP90 inh	HSF1 inh
C/C=C/c1ccc(OCCn2nnc3ccccc32)c(OC)c1	7	0	-115	-3	-102	-7	i	0	3	6
COc1ccc(/C=N/Nc2nnc(Cc3ccc(OC)c(OC)c3)c(=O)[nH]2)cc1	-12	1	7	-4	-1	16	i	1	-2	4

All compounds of this part, previewed entries included:
SMILES	IEC-6 cytotox	GSK3beta inhib	aSyn UTR inh	HSF1 activator	KLF5 inh	AI-2 QS modul	PolyA inhibitor	GSK3A inh	HSP90 inh	HSF1 inh
C/C=C/c1ccc(OCCn2nnc3ccccc32)c(OC)c1	7	0	-115	-3	-102	-7	i	0	3	6
COc1ccc(/C=N/Nc2nnc(Cc3ccc(OC)c(OC)c3)c(=O)[nH]2)cc1	-12	1	7	-4	-1	16	i	1	-2	4
Cn1nc(C(=O)OCC(=O)Nc2ccc(S(N)(=O)=O)cc2)c2ccccc2c1=O	1	0	-8	1	-24	29	i	1	-1	1
NS(=O)(=O)c1ccc(CNC(=O)Cc2ccc(S(=O)(=O)N3CCOCC3)s2)cc1	nt	1	3	-4	nt	20	i	nt	nt	-3
CCOC(=O)C1(Cc2ccc(Cl)cc2)CCN(C(=O)c2cnc(C)cn2)CC1	7	4	6	-3	-8	-5	i	0	0	1
CC(NC(=O)c1cc(=O)[nH]c2ccccc12)c1ccccc1 (stereo unspecified)	6	0	12	-2	4	10	i	-1	2	-4
O=C(Nc1ccc(S(=O)(=O)N2CCC(C(=O)NC3CCCCC3)CC2)cc1)c1ccco1	7	1	21	0	-21	17	i	0	4	2
COc1ccc(/C=C/C(=O)NCCCNC(=O)/C=C/c2ccc(OC)c(OC)c2)cc1OC	nt	-1	14	-11	nt	16	i	3	nt	2
Cc1nc2ccccn2c1/C(O)=C1\C(=O)C(=O)N(CCN2CCOCC2)C1c1cccnc1 (stereo unspecified)	-1	2	-9	5	-16	7	i	-1	7	-4
CCc1ccc2nc(Nc3ccc(OC)cc3OC)c(C#N)cc2c1	2	2	-37	8	-21	25	i	-3	0	14
CCc1ccc(/C(C)=N/Nc2cc(Cl)nc(C)n2)cc1	-2	1	-3	-13	-11	18	i	-3	-5	-6
OC1(c2ccc(Cl)cc2)CCN(Cc2nc(-c3cnccn3)no2)CC1	-4	2	-4	-1	-31	16	i	-1	-1	-3
O=c1c2ccccc2nc2n1CCS2(=O)=O	0	-2	-11	-8	-19	-10	i	1	3	-5
COc1ccc(NC(=O)c2cccc(NC(=O)c3ccccc3)c2)cc1	9	0	-38	3	-47	-4	i	-1	4	16
Cc1cc(C)c(-n2nnnc2SCC(=O)c2cccs2)c(C)c1	2	-1	-19	12	-14	3	i	0	0	3
Cc1ccc(OCCCCN2CCC(C)CC2)c(Br)c1	0	-2	6	-9	-22	-1	i	1	-4	-12
Cc1ccc2nc(-c3cccnc3)c(NC3CCCC3)n2c1	3	0	22	12	-19	-1	i	-1	7	2
O=C(Cc1cn2ccsc2n1)OCc1nc2ccccc2s1	3	-1	5	-11	11	-7	i	7	7	18
Cc1ccc(S(=O)(=O)Cc2cc(F)c([N+](=O)[O-])cc2[N+](=O)[O-])cc1	3	2	5	6	0	32	i	4	2	0
Cc1cc(CNC(=O)c2ccc3c(c2)OCO3)c2ccccc2n1	7	0	4	1	20	14	i	nt	-4	1
CC1(C)CC(=O)C2=C(C1)OC(c1ccncc1)C(C#N)=C2N (stereo unspecified)	3	1	12	-9	-45	24	i	-1	4	0
COc1ccc(NC(=O)c2ccc(S(=O)(=O)N3CCOCC3)cc2)c(OC)c1	-10	-1	-3	7	-25	15	i	3	5	0
COc1ccc(C(=O)COc2ncnc3cc(Cl)ccc23)cc1	2	0	-39	-1	-1	-4	i	-2	4	-5
N#C/C(C(=O)N1CCOCC1)=c1/s/c(=C\c2ccccn2)c(=O)n1-c1ccccc1	8	7	-11	9	2	23	i	0	-4	9
O=C1CCc2cc(S(=O)(=O)N3CCCCC3)cc3c2N1CCC3	nt	-2	-10	19	nt	-23	nt	-1	nt	-1
CC(Oc1cc2oc(=O)c3c(c2cc1Cl)CCCC3)C(=O)NCC1CCC(C(=O)O)CC1 (stereo unspecified)	-6	3	11	-14	-7	31	i	-7	-1	-3
C/C(=N/NC(=O)CNC(=O)/C=C/c1ccco1)c1ccc(Cl)cc1	2	-1	9	2	-15	6	i	-8	2	-3
CCN(CC)CCCNC(=O)C1c2cc(OC)c(OC)cc2C(=O)N(C)C1c1cccs1 (stereo unspecified)	2	-3	-9	7	-22	13	i	-2	0	-7
CCCCOc1ccc(C(=O)CCN2CCCCC2)cc1	-8	2	-1	15	-55	22	i	3	-3	1
CC(=O)Oc1ccc2c(=O)oc(-c3ccccc3)nc2c1	-4	2	-2	3	-41	17	i	4	-2	4
COC(=O)CSc1ccc(S(=O)(=O)N2CCOCC2)cc1[N+](=O)[O-]	-4	4	10	-6	-29	0	i	2	-2	-3
COc1cccc(-c2nc(CS(=O)CC(=O)NCc3ccccc3Cl)c(C)o2)c1 (stereo unspecified)	-2	3	15	-10	-21	19	i	-2	-1	0
COc1ncnc2c1cnn2-c1ccccc1	5	-1	-67	9	-33	26	i	0	2	9
O=C(O)COc1ccc2c(-c3ccccc3)cc(=O)oc2c1	-1	2	-5	0	-1	8	i	3	-5	0
Cc1ccc(NC(=O)CN(C)C(=O)CSc2nnc(C(F)(F)F)n2C)cc1	3	2	20	7	-26	24	i	nt	-1	-1
c1ccc(-c2ccc(-c3[nH]ncc3CN3CCC(N4CCSCC4)CC3)cc2)cc1	0	12	-143	9	3	-1	i	-2	-1	-4
COc1ccc(S(=O)(=O)NCCSCc2cccs2)cc1	2	-6	-6	2	-12	39	i	0	1	-5
O=C(c1cc(F)ccc1F)C1CCCN(C(=O)CCN2CCCCO2)C1 (stereo unspecified)	-3	1	25	nt	-32	16	i	3	3	nt
CCOC(=O)c1cnc(-n2nc(C)cc2C)nc1-n1nc(C)cc1C	-3	0	-16	0	2	12	i	0	2	8
O=C(NCC(=O)N(CC1CCCO1)C(C(=O)NC1CCCC1)c1cccnc1)c1ccco1 (stereo unspecified)	0	-1	-20	-10	-24	-1	i	0	-3	5
CC(C)c1ccc(NC(=O)C(=O)C2C(=O)Nc3ccccc32)cc1 (stereo unspecified)	4	3	-101	19	-16	14	i	-1	0	4
CC1(C)CC(=O)C(C=NCCN2CCN(C(=S)Nc3ccc(F)cc3)CC2)=C(O)C1	6	0	-14	-3	-3	15	i	nt	2	-3
CCOc1ccc2oc(C(=O)N(Cc3nnc(-c4ccccc4Cl)o3)C3CC3)c(C)c2c1	nt	12	-4	-3	nt	24	i	-3	nt	4
O=C(c1cccc(N2CCCC2=O)c1)N1CCOCC1	-2	1	-24	-7	-48	20	i	-1	-2	-3
O=C1NC(NS(=O)(=O)c2ccccc2)(C(F)(F)F)C(=O)N1Cc1ccccc1 (stereo unspecified)	-5	0	13	1	-34	-2	i	-1	-1	2
COc1ccc(/C=N/NC(=O)Cc2cccs2)cc1	0	0	-70	34	-30	8	i	-3	-2	18
CCOC(=O)N1CCN(C(=O)CN(Cc2ccccc2)S(=O)(=O)c2ccc(OC)c(C)c2)CC1	6	-1	-11	4	24	16	i	-1	5	0
CCN(CC)Cc1cc(O)c(CN(CC)CC)cc1O	-7	-1	-2	-8	-20	21	i	nt	0	1
Cc1cc(=O)n(CC(C)O)c(O)c1C#N (stereo unspecified)	1	-4	-8	-7	-48	8	i	23	-2	-8
CC(C)(CNc1ccc([N+](=O)[O-])cc1Cl)CNS(C)(=O)=O	-4	2	12	34	10	24	i	1	11	7

New compounds follow.
SMILES	IEC-6 cytotox	GSK3beta inhib	aSyn UTR inh	HSF1 activator	KLF5 inh	AI-2 QS modul	PolyA inhibitor	GSK3A inh	HSP90 inh	HSF1 inh
O=C(O)CCc1nn2c3ccccc3n(Cc3ccccc3)c2nc1=O	3	2	-1	-6	-18	32	i	-2	1	-6
Cn1c(C(=O)OC(C(=O)NC2CCCC2)c2cccnc2)cc2sccc21 (stereo unspecified)	3	5	3	0	7	26	i	-2	4	3
O=C(O)c1cccc(N2C(=O)c3cc([N+](=O)[O-])cc4cc([N+](=O)[O-])cc(c34)C2=O)c1	-3	-9	43	-9	6	18	i	8	-3	-13
COC(=O)[C@H](Cc1c[nH]c2ccccc12)NC(=O)NCc1ccccc1	1	1	10	8	-7	13	i	-1	-1	-1
Cc1ccc(S(=O)(=O)N2CCCOC2CNC(=O)C(=O)NC2CCCC2)cc1 (stereo unspecified)	-6	0	-6	1	-10	27	i	-3	1	2
C=CCCN(C(CC(C)C)C(=O)OC)S(=O)(=O)c1cc(Br)ccc1Br (stereo unspecified)	nt	6	19	23	nt	-7	i	-2	nt	11
COc1ccc(CNC(=O)CN(C(=O)c2csnn2)c2cccc(F)c2)cc1	-4	nt	5	45	9	nt	i	-2	-1	12
O=c1[nH]c2ccc(NC(=S)NCc3ccccc3)cc2[nH]1	5	1	-5	-2	-5	16	i	-1	5	0
COC(=O)c1ccc(NC(=O)C2CCN(S(C)(=O)=O)CC2)cc1	-9	1	-12	-6	-14	-2	i	-2	-5	3
Cc1occc1C(=O)NNC(=O)c1ccccc1[N+](=O)[O-]	4	-2	7	-23	-32	13	i	-3	2	-5
Cc1sc2nc(SC(C)C)nc(N)c2c1C	4	1	-19	10	-8	6	i	-3	2	2
CCOCc1nnc(NC(=O)C2CCN(C(=O)C3CC(=O)N(c4ccc(C)cc4)C3)CC2)s1 (stereo unspecified)	4	0	4	3	-9	19	i	1	-4	-9
COc1cccc(-c2nc(CS(=O)(=O)CC(=O)Nc3ccc(F)cc3F)c(C)o2)c1	6	-4	6	-25	-4	2	i	-2	3	11
Cc1ccc(-n2c(=O)c3sccc3n(CC(=O)NCc3ccco3)c2=O)cc1	-1	0	10	4	4	24	i	-2	-3	-2
COc1ccc(NC2CCCN(C(=O)CN3CCOC3=O)C2)cc1OC (stereo unspecified)	-1	-1	-21	-10	-6	3	i	-2	0	1
OCCCCNCc1ccc(OCc2ccccc2)cc1	9	0	-60	-3	-25	19	i	2	-5	-1
COc1ccc(-n2cc(-c3ccc(Br)cc3)[nH]c2=S)cc1	-6	-2	-138	19	-25	2	i	-2	0	12
Cc1cc(C)n2nc(SCCC(=O)NCCc3ccccc3)nc2n1	-2	3	-4	-1	-10	23	i	0	-4	-1
O=C(CN(Cc1ccccc1Cl)S(=O)(=O)c1ccc(Cl)cc1)N/N=C/c1ccc(C(=O)O)cc1	3	4	19	-89	-3	5	i	nt	0	-86*
CN(c1ccccc1)S(=O)(=O)c1ccc(C(=O)Nc2nnc(C3=COCCO3)o2)cc1	0	1	-38	0	6	66	i	-3	-1	-1
CCCn1c(SC(C)C(=O)N2CCOCC2)nc2ccc(Br)cc2c1=O (stereo unspecified)	nt	1	11	13	nt	17	i	3	nt	-3

Bioassay records (PubChem BioAssay)
